Source: PubChem BioAssay (several laboratories)
MsrA act: activators of bovine methionine sulfoxide reductase A | 0.3% of 360,000 active | activation, % at 10.6 µM | purified bovine MsrA, absorbance read-out; in the data active = activation above about 7.5%;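 note: 0% = vehicle and 100% = reference activator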
eLon inh: inhibits E. coli Lon protease; P0A9M0; inhibition, % at 7.94 µM; purified E. coli Lon protease, fluorescence polarization; 0.42% of 360,000 active; AID 602123; in the data active = inhibition above about 13%, passing the limit was not always enough;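 note: 0% = enzyme with probe and DMSO and 100% = no enzyme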
Rpn11 inh: Rpn11 (human) deubiquitinase inhibition | O00487 | 0.59% of 360,000 active | calls only at 20 µM | human 26S proteasome, Ub4-pepOG fluorescence polarization; 20S core pre-blocked with epoxomicin;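 active = inhibition at 20 µM, scaled to each plate's controls, above about 33%, limit read from the data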
FAS-TE inh: inhibitors of human fatty acid synthase thioesterase domain | P49327 | recombinant FAS-TE, OMFH fluorogenic substrate, fluorescence endpoint | inhibition, % at 15 µM | 0.67% of 360,000 active;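 active = compounds whose normalised, plate-corrected inhibition of enzyme fluorescence in the single-dose primary screen is 50% or more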;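 note: 0% = DMSO with enzyme and 100% = substrate without enzyme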
Rin1 Abl inh: blocks binding of human Rin1 to Abl | AID 588664 | TR-FRET Rin1/Abl binding, biochemical | P00519+Q13671 | inhibition, % at 7.35 µM | 0.4% of 360,000 active; in the data active = inhibition above about 5%, passing the limit was not always enough
MsrA inhibitor: inhibitors of bovine MsrA; 0.75% of 360,000 active; inhibition, % at 15.5 µM; purified bovine MsrA, absorbance read-out; in the data active = inhibition above about 4.5%;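 note: 0% = vehicle wells with enzyme and 100% = reference inhibitor wells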
MLLE-PAM2 inh: inhibitors of microRNA-mediated deadenylation, human PABP1 MLLE binding; GST-MLLE / FITC-PAM2 fluorescence polarization; 0.36% of 360,000 active; inhibition, % at 20 µM; in the data active = inhibition above about 35%, passing the limit was not always enough;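 note: plate controls were DMSO wells with GST-MLLE for no effect and wells lacking GST-MLLE protein for full effect; some results filed as inactive read as strong as hits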
Target sequence (P11940 whole entry, looked up): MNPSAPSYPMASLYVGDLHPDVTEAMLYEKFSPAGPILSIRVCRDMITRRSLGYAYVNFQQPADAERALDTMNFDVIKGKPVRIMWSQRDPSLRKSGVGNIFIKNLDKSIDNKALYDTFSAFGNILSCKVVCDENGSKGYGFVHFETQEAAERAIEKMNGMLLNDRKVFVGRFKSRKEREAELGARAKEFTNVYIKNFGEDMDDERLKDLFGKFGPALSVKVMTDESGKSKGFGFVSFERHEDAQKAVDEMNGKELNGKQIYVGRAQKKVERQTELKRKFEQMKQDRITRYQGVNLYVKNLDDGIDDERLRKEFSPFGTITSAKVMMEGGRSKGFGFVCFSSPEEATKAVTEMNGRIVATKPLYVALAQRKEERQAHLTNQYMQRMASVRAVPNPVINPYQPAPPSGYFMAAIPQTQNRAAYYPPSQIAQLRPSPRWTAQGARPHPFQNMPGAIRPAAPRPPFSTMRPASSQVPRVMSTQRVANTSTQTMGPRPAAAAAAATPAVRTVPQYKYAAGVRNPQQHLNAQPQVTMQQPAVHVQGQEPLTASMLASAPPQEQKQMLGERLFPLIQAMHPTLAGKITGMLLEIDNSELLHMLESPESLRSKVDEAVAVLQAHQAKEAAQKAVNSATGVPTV
MT1-MMP act inh: inhibitors of human MT1-MMP activation; HT1080 RFP-PRO-GFP cells, GFP/RFP ratio fluorescence, overnight; percent of plate control window, DMSO zero; 0.061% of 360,000 active; GFP/RFP ratio change, % at 20 µM;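 active = GFP/RFP ratio change of at least 30% with cell ATP level not reduced by more than half and red fluorescence within 50% of control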; note: strong numbers were not always called active
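Read-out: GFP/RFP fluorescence ratio; Test system: RFP-PRO-GFP reporter HT1080 cells; Compound dosing: single-point 20 µM compound, 1% DMSO; Times: overnight compound exposure at 37 °C.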
CSN inh: CSN deneddylation inhibition | Q92905 | Purified CSN, SCF-Nedd8-OG deneddylation, fluorescence polarization | 0.38% of 360,000 active | inhibition, % at 12.5 µM | AID 651999;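 active = pattern-corrected inhibition above about 35%, with an unprinted fluorescence ratio check between 0.5 and 1.5, limit read from the data, passing the limit was not always enough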;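 note: 0% = enzyme with substrate and 100% = substrate without enzyme; some results filed as inactive read as strong as hits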
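Detection – fluorescence polarization · System – HEK293T-derived human Csn5 enzyme · Controls – substrate-only high control, full reaction low control · Timing – 90 min, room temperature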
An asterisk follows results filed as active; i = inactive; / = no result given; + = active, no number.

1	CC(OC(=O)c1cnc(Cl)c(Cl)c1)C(=O)NCc1ccccc1 (configuration not stated)
2	Cc1ccc(Cl)cc1NC(=O)CSc1sc2c(O)cc(=O)[nH]c2c1C#N
3	O=C(CSc1nc2ccc(Cl)cc2[nH]1)N1CCN(C(=O)c2ccco2)CC1
4	COc1cccc(N2CCN(C(=O)c3ccc(CS(=O)c4ccc(C)cc4)o3)CC2)c1 (configuration not stated)
5	Cc1cccc(CC(=O)c2c[nH]c3ccccc23)c1
6	CC(=O)Nc1cccc(NC(=O)CSc2nnc3ccc(-c4ccccn4)nn23)c1
7	O=C(CN1CCc2ccccc2C1)Nc1cc(S(=O)(=O)N2CCOCC2)ccc1N1CCOCC1
8	Cc1ccccc1CC1(CO)CCCN(Cc2nc(-c3cccs3)oc2C)C1 (configuration not stated)
9	Cc1cccc(N2CCN(C(=O)c3cc(S(=O)(=O)N4CCOCC4)cn3C)CC2C)c1 (configuration not stated)
10	COc1cc(/C=N/NC(=O)CNS(=O)(=O)c2ccc(C)cc2)cc(OC)c1OC
Screen / compound no. | 1 | 2 | 3 | 4 | 5 | 6 | 7 | 8 | 9 | 10
MsrA act | -5 | -3 | -2 | -1 | -2 | -2 | -2 | -2 | -7 | -6
eLon inh | -4 | 2 | -7 | 12 | -4 | -10 | 8 | -8 | -3 | 10
Rpn11 inh | i | i | i | i | i | i | i | i | i | i
FAS-TE inh | 6 | 1 | -2 | -4 | 4 | -4 | 16 | 1 | -2 | -1
Rin1 Abl inh | 7 | 0 | -3 | -4 | 1 | -1 | 0 | -2 | 6 | -4
MsrA inhibitor | 0.4 | 4.1 | 0.6 | -0.7 | -0.9 | -0.3 | 0.4 | -0.5 | 0.0 | -0.4
MLLE-PAM2 inh | -17 | -34 | -16 | 1 | 7 | -21 | -2 | 8 | -10 | -3
MT1-MMP act inh | -3 | -3 | -2 | 4 | -1 | 4 | 2 | -12 | 1 | 0
CSN inh | 2 | 3 | -13 | 6 | -2 | 0 | 2 | 1 | 4 | 5

The list goes on (2 carried over from the part before).
9	Cc1cccc(N2CCN(C(=O)c3cc(S(=O)(=O)N4CCOCC4)cn3C)CC2C)c1 (configuration not stated)
10	COc1cc(/C=N/NC(=O)CNS(=O)(=O)c2ccc(C)cc2)cc(OC)c1OC
11	COC(=O)CCCC(=O)N1CCC(CCC(=O)NCc2ccc(F)cc2)CC1
12	CCc1ccc(OCC(=O)NC(=S)Nc2ccc(C)cc2C)c(Br)c1
13	Cc1ccc(-c2csc3ncn(CC(N)=O)c(=O)c23)cc1C
14	CCOC(=O)c1[nH]c(C)c(C(=O)NC(C)CC)c1C (configuration not stated)
15	NC(Cc1ccc(C(F)(F)F)cc1)c1csc(NC(=O)Nc2ccccc2Oc2ccccc2)n1 (configuration not stated)
16	COc1ccc(C2C(C#N)=C(N)N(c3sc4c(c3C#N)CCCC4)C3=C2C(=O)CC(C)(C)C3)cc1OC (configuration not stated)
17	Cc1c(C)c2c(OCC(=O)N3CCC(C(N)=O)CC3)cc3c(c2oc1=O)CCC(C)(C)O3
18	COc1ccccc1CNC(=O)C(=O)NCC1OCCN1S(=O)(=O)c1ccc(Br)cc1 (configuration not stated)
19	O=C(CCn1c(=O)c2sccc2n(CC(=O)OCc2ccccc2)c1=O)NCc1ccco1
20	COc1cc(C=Nc2cccc(C)c2)c(O)c([N+](=O)[O-])c1
Screen / compound no. | 9 | 10 | 11 | 12 | 13 | 14 | 15 | 16 | 17 | 18 | 19 | 20
MsrA act | -7 | -6 | -3 | 0 | -4 | 1 | -1 | 1 | 0 | -8 | -3 | -1
eLon inh | -3 | 10 | -10 | -1 | -14 | -2 | 2 | -48 | 1 | -9 | 0 | -1
Rpn11 inh | i | i | i | i | i | i | i | i | i | i | i | +
FAS-TE inh | -2 | -1 | -4 | 1 | -5 | -4 | -39 | 7 | -7 | 10 | 0 | -9
Rin1 Abl inh | 6 | -4 | -1 | 0 | 2 | 0 | 3 | 0 | 1 | 6 | 7 | -2
MsrA inhibitor | 0.0 | -0.4 | -1.2 | -0.1 | 1.0 | 0.0 | -3.3 | 1.9 | 2.0 | 0.2 | 2.5 | 0.4
MLLE-PAM2 inh | -10 | -3 | 3 | 12 | -6 | -2 | 9 | -20 | 7 | -3 | 6 | 10
MT1-MMP act inh | 1 | 0 | / | 3 | 1 | -2 | -16 | -32 | 10 | 7 | 11 | 0
CSN inh | 4 | 5 | 1 | 0 | 1 | -5 | 3 | 21 | 2 | 0 | 3 | -8

21	COc1ccc(CCN2CN(S(=O)(=O)c3ccc(OC)cc3)c3nc4ccccc4nc32)cc1
22	CC(=O)Nc1ccc(NC(=O)[C@@H](NC(=O)N2C[C@H]3C[C@@H](C2)c2cccc(=O)n2C3)C(C)C)cc1
23	CC(OC(=O)c1ccc2c(c1)NC(=O)CS2)C(=O)c1ccc(F)cc1 (configuration not stated)
24	CCNC(=S)Nc1ccc(Cl)c(C(F)(F)F)c1
Screen / compound no. | 21 | 22 | 23 | 24
MsrA act | -3 | -2 | -3 | -3
eLon inh | -2 | -7 | 1 | 2
Rpn11 inh | i | i | i | i
FAS-TE inh | 0 | -3 | 11 | 0
Rin1 Abl inh | -2 | 1 | 0 | 2
MsrA inhibitor | -0.8 | -1.0 | 1.4 | -0.3
MLLE-PAM2 inh | -22 | 3 | -10 | -3
MT1-MMP act inh | -4 | 4 | 0 | 2
CSN inh | 9 | 2 | 3 | -9

One compound at a time (already shown).
CC(=O)Nc1ccc(NC(=O)[C@@H](NC(=O)N2C[C@H]3C[C@@H](C2)c2cccc(=O)n2C3)C(C)C)cc1 is entered as MsrA act: -2; eLon inh: -7; Rpn11 inh: i; FAS-TE inh: -3; Rin1 Abl inh: 1; MsrA inhibitor: -1.0; MLLE-PAM2 inh: 3; MT1-MMP act inh: 4; CSN inh: 2
COc1ccc(CCN2CN(S(=O)(=O)c3ccc(OC)cc3)c3nc4ccccc4nc32)cc1 is entered as MsrA act: -3; eLon inh: -2; Rpn11 inh: i; FAS-TE inh: 0; Rin1 Abl inh: -2; MsrA inhibitor: -0.8; MLLE-PAM2 inh: -22; MT1-MMP act inh: -4; CSN inh: 9
